NSD2 inh = NSD2 (human) methyltransferase inhibition; O96028; NSD2 peptide methylation, AlphaScreen, 120 min; inhibition, % at 12.5 µM; actives 0.54% (n = 310,000); AID 743445; in the data active = inhibition above about 50%
dFosB act = enhances mouse delta FosB homodimer DNA binding; P13346; purified delta FosB, TAMRA-CDK5 oligo fluorescence polarization; percent of positive-control signal above neutral wells; activation, % at 25 µM; actives 0.99% (n = 340,000); AID 493131;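 active = mean activation above about 17%, with every replicate also reaching it, limit read from the data, passing the limit was not always enough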;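 note: fluorescence polarization rise as delta FosB binds a TAMRA Cdk5 AP-1 oligo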
Target sequence (P13346 whole entry, looked up): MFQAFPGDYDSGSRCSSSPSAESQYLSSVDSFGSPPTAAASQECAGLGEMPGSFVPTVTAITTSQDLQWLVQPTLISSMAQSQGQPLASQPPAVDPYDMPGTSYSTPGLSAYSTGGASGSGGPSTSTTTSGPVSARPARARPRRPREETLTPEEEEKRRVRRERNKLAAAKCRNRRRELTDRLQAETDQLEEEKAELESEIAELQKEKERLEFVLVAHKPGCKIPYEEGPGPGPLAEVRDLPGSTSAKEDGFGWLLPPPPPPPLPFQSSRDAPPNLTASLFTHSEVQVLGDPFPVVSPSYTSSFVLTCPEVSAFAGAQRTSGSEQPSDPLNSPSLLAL
CAL PDZ FP-1 = blocks peptide binding to human CAL PDZ domain. AID 504414. inhibition, % at 20 µM. Q9HD26. actives 0.02% (n = 330,000). purified CAL PDZ, TMR-peptide fluorescence polarization, 1 h;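 active = highest replicate inhibition of at least 40%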;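 note: plate controls were DMSO neutral control wells for no effect and unlabeled competitor peptide control wells for full effect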
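Material – purified CerCALP PDZ construct · Detection – FP readout, S and P plane fluorescence · Measure – percent inhibition from loss of millipolarization · Controls – unlabelled peptide for full inhibition, DMSO wells as neutral · Probe or stimulus – TMR-labelled reporter peptide T*-PRC34 bound in PDZ groove · Times – 1 h at RT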
Rtt109 Vps75 = inhibitors of Candida albicans Rtt109/Vps75 histone acetyltransferase | Q5AAJ8 | purified Rtt109/Vps75, ThioGlo CoA-SH fluorescence, 4 h | inhibition, % at 34.9 µM | actives 0.16% (n = 330,000) | AID 540336;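 active = inhibition of at least 50% in every replicate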
PfHsp90 yeast 2 = growth inhibition of yeast expressing Plasmodium Hsp90. inhibition, % at 9.4 µM. AID 504621. actives 0.32% (n = 310,000). S. cerevisiae expressing PfHsp90, BacTiter-Glo ATP, 48 h; yeast lacking PDR1 and PDR3 efflux regulators;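 active = every replicate shows inhibition above about 80%, whatever the replicate mean, limit read from the data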;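 note: 0% = DMSO neutral controls and 100% = 20 µM radicicol positive controls; yeast relying on Plasmodium falciparum Hsp90 in place of its own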
SR-BI DiI-HDL act = activators of SR-BI mediated HDL lipid uptake; activation, % at 12.5 µM; actives 0.096% (n = 320,000); CHO ldlA[mSR-BI] cells, DiI-HDL uptake fluorescence, 3 h; 100 = double the neutral-control signal;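 active = mean replicate activation of at least 60% and every replicate at or above 60%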;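 note: 0% = median plate neutral-control signal and 100% = twice that signal; values of inactives mirror those of a sister screen read the other way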
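Test system: SR-BI-overexpressing, LDLR-lacking CHO cells. Measured by: DiI fluorescence, bottom read. Medium: Ham's F12 with 0.5% BSA, HEPES 25 mM, pH 7.4. Timing: 3 h uptake period with compound, 37 °C.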
PvdQ acylase = blocks Pseudomonas aeruginosa PvdQ acylase activity | purified PvdQ acylase, fluorescence plate reader | inhibition, % at 10 µM | actives 0.063% (n = 340,000) | AID 488965; in the data active = inhibition above about 30%, passing the limit was not always enough;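 note: 0% = vehicle neutral wells and 100% = reference inhibitor wells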
MITF TRPM1 HTS = increases MITF-driven TRPM1 promoter luciferase signal; activation, % at 12.5 µM; SK-MEL-5 TRPM1-promoter luciferase, 24 h; % of positive control, neutral wells = 0; actives 0.75% (n = 300,000);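 active = mean activation of at least 80% with every replicate also reaching 80%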;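 note: 0% = neutral control wells and 100% = parthenolide positive control wells; values of inactives mirror those of a sister screen read the other way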
SR-BI DiI inh = blocks mouse SR-BI lipid uptake from DiI-HDL | Q61009 | actives 0.96% (n = 320,000) | AID 488896 | inhibition, % at 12.5 µM | ldlA[mSR-BI] CHO cells, DiI-HDL uptake fluorescence, 3 h;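 active = mean replicate inhibition of at least 70% and a set share of replicates each scoring 70 or more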;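 note: 0% = median of neutral control wells and 100% = median of positive control wells; values of inactives mirror those of a sister screen read the other way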
Target sequence (Q61009 whole entry, looked up): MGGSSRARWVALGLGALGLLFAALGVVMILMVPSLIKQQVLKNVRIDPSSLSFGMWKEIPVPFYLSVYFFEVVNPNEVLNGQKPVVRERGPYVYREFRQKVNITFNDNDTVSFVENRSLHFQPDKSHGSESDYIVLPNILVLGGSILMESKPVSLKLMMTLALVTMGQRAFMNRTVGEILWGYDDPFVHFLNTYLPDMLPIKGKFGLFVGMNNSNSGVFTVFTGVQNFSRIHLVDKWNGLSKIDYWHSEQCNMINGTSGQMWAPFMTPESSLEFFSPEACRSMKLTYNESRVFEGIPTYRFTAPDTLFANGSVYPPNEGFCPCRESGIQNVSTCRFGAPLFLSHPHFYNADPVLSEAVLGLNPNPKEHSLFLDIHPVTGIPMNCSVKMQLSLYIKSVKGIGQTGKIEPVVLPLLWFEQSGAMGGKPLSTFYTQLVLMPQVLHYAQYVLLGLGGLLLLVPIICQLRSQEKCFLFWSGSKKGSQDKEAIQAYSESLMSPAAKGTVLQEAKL
CAL PDZ FP-2 = blocks peptide binding to the human CAL PDZ domain. inhibition, % at 24.9 µM. actives 0.92% (n = 300,000). AID 602252. purified CAL PDZ, TMR-peptide fluorescence polarization, 1 h. Q9HD26;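 active = mean inhibition of at least 30% with at least half of replicates also reaching 30%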;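 note: 0% = DMSO neutral control and 100% = excess unlabeled competitor peptide PRC23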
The depositor's hits bear a star; x = not tested or not shown.

SMILES | NSD2 inh | dFosB act | CAL PDZ FP-1 | Rtt109 Vps75 | PfHsp90 yeast 2 | SR-BI DiI-HDL act | PvdQ acylase | MITF TRPM1 HTS | SR-BI DiI inh | CAL PDZ FP-2
O=C1C(=O)N(CC2CCCO2)C(c2ccccc2[N+](=O)[O-])/C1=C(/O)c1ccccc1 (stereo unspecified) | 8 | 4 | 0.9 | -5 | 13 | -11 | 5 | 1 | 11 | x
CCN1CCN(c2ccc(S(=O)(=O)N3CCCCC3)cc2NC(=O)c2cccc(NC(C)=O)c2)CC1 | 8 | -11 | -2.7 | 11 | 10 | 10 | -8 | 19 | -10 | -6
COC(=O)CC1C(=O)NCCN1C(=S)NC(=O)CCc1ccccc1 (stereo unspecified) | -4 | 5 | -0.2 | 0 | 5 | x | -12 | -11 | x | x
CC1(C)CC(N=C2C([N+](=O)[O-])=CC=C3C2=NC2(CCCCC2)N3O)CC(C)(C)N1 | 24 | -11 | -0.3 | 13 | -1 | -17 | -9 | -5 | 17 | x
O=Cc1ccc(N2CCCCCC2)cc1 | 5 | 5 | -0.2 | -3 | 18 | 15 | 0 | 8 | -15 | -4
COc1ccc(C(=O)NNC(=O)Cc2nc3nc(C)cc(C)n3n2)cc1 | 2 | -3 | -0.8 | 4 | -2 | 18 | 6 | 13 | -18 | -6
CCN(CC)c1ccc(C=C(c2nnnn2-c2ccccc2)c2nnnn2-c2ccccc2)cc1 | -2 | -10 | 0.0 | 3 | -10 | 24 | -8 | 1 | -24 | x
CC1(C)Cc2c(sc3c2c(=O)n(-c2cccc(Cl)c2)c(=O)n3CC(N)=O)CO1 | 0 | -6 | -0.2 | 7 | -21 | 22 | -13 | x | -22 | x
CCC(C)Nc1nc(Cl)nc(NCCOc2ccccc2)n1 (stereo unspecified) | 29 | -7 | -3.1 | 17 | 11 | 15 | 3 | 8 | -15 | -2
O=C(CN1CCN(C(=O)N2CCOCC2)CC1)Nc1ccc(Br)cc1 | 1 | 6 | -0.3 | -7 | -4 | -19 | 4 | -5 | 19 | 1
COc1ccccc1OCC(=O)Nc1cc(Cl)ccc1Oc1ccccc1 | -2 | -7 | -0.9 | -16 | -18 | 18 | -8 | 7 | -18 | -5
CC1=CC2=C(OC1N(C)C)c1cccc3cccc(c13)C2=O (stereo unspecified) | x | -13 | x | 6 | x | 6 | -4 | 3 | -6 | 39*
FC(F)(F)c1cccc(CON=C2CCN(c3ncc(C(F)(F)F)cc3Cl)CC2)c1 | -5 | -6 | -1.2 | -1 | x | 17 | -11 | -1 | -17 | x
Cc1cc(CSc2ccccc2)ccc1NC(=O)COc1ccccc1 | 3 | 1 | -2.5 | -1 | -15 | -7 | -10 | 1 | 7 | -2
CC(=O)Nc1ccc(C(=O)CSc2cc(C)c3cccc(C)c3n2)cc1 | -1 | 1 | -1.8 | -3 | -12 | -27 | -2 | -5 | 27 | -2
CCc1ccc(NC(=S)Nc2cc(OC)c(NC(=O)C(C)C)cc2OC)cc1 | 3 | -8 | 0.6 | 6 | 10 | -20 | -8 | 12 | 20 | 1
CCOc1ccc(/C=N/O)cc1 | x | 0 | 0.0 | -16 | -8 | 2 | -5 | 14 | -2 | 1
O=C(NCC1CCCO1)/C(=C\c1cccc([N+](=O)[O-])c1)NC(=O)c1ccccc1 (stereo unspecified) | -1 | -3 | -1.1 | -20 | -2 | 11 | -9 | 3 | -11 | -3
O=C(N/N=C/c1ccc([N+](=O)[O-])o1)c1cc(-c2ccc(-c3ccccc3)cc2)nc2ccccc12 | x | -11 | -2.4 | -1 | 4 | -118 | -2 | -29 | 118* | -1
Cc1ccc(-c2cc(=O)[nH]c(NCc3ccccc3)n2)cc1 | -1 | 4 | -1.9 | -21 | 9 | -17 | -5 | 1 | 17 | -2
CC[C@]12c3[nH]c4ccc(OC)cc4c3CCN1C(=O)C(CC(=O)NCc1ccc(OC)c(OC)c1)C[C@@H]2C(=O)N1CCN(C(=O)C2CC2)CC1 (stereo partly specified) | x | -12 | -0.4 | 2 | 1 | -55 | 1 | 10 | 55 | -1
COc1ccc(-c2nn(-c3ccccc3)cc2/C=C/C(=O)N2CCN(c3ccccn3)CC2)cc1 | -9 | 0 | -1.0 | -2 | 3 | -63 | 14 | 5 | 63 | 16
O=C(COC(=O)c1cc(-c2ccc(F)cc2)nc2ccccc12)NCC1CCCO1 (stereo unspecified) | -1 | -39 | -3.0 | -6 | 7 | -21 | -6 | 8 | 21 | 2
O=C(Nc1ccc2c(c1)OCCO2)C1CC(c2ccc(F)cc2)=NO1 (stereo unspecified) | -1 | 2 | 0.2 | -1 | 5 | 14 | -20 | 5 | -14 | -5

Six entries from above, set out differently:
The line under a structure holds: NSD2 inh	dFosB act	CAL PDZ FP-1	Rtt109 Vps75	PfHsp90 yeast 2	SR-BI DiI-HDL act	PvdQ acylase	MITF TRPM1 HTS	SR-BI DiI inh	CAL PDZ FP-2
Cc1ccc(-c2cc(=O)[nH]c(NCc3ccccc3)n2)cc1
  -1	4	-1.9	-21	9	-17	-5	1	17	-2
O=C(NCC1CCCO1)/C(=C\c1cccc([N+](=O)[O-])c1)NC(=O)c1ccccc1 (stereo unspecified)
  -1	-3	-1.1	-20	-2	11	-9	3	-11	-3
O=C(Nc1ccc2c(c1)OCCO2)C1CC(c2ccc(F)cc2)=NO1 (stereo unspecified)
  -1	2	0.2	-1	5	14	-20	5	-14	-5
COc1ccc(-c2nn(-c3ccccc3)cc2/C=C/C(=O)N2CCN(c3ccccn3)CC2)cc1
  -9	0	-1.0	-2	3	-63	14	5	63	16
O=C(N/N=C/c1ccc([N+](=O)[O-])o1)c1cc(-c2ccc(-c3ccccc3)cc2)nc2ccccc12
  x	-11	-2.4	-1	4	-118	-2	-29	118*	-1
FC(F)(F)c1cccc(CON=C2CCN(c3ncc(C(F)(F)F)cc3Cl)CC2)c1
  -5	-6	-1.2	-1	x	17	-11	-1	-17	x

The listing continues:
SMILES | NSD2 inh | dFosB act | CAL PDZ FP-1 | Rtt109 Vps75 | PfHsp90 yeast 2 | SR-BI DiI-HDL act | PvdQ acylase | MITF TRPM1 HTS | SR-BI DiI inh | CAL PDZ FP-2
N#C/C(=C\c1cc2ccccc2nc1N1CCCCC1)C(N)=O | 2 | -7 | -1.8 | 6 | 15 | 9 | -11 | -9 | -9 | 1
CC(=O)c1cccc(NC(=O)CCn2c(=O)oc3ccccc32)c1 | 0 | 5 | -2.1 | -9 | -14 | x | -1 | 15 | x | -1
C[C@H](NC(=O)Nc1cccc(C(F)(F)F)c1)C(=O)O | -1 | -4 | -2.0 | -9 | x | 12 | -11 | 6 | -12 | -1
Nc1nnnn1/N=C\c1ccc(Cl)c([N+](=O)[O-])c1 | -1 | -3 | -3.7 | x | 1 | 1 | 7 | x | -1 | 1
O=C(CN1C(=O)S/C(=C\C=C\c2ccccc2)C1=O)N1CCCCC1 | x | -4 | -0.8 | 6 | 6 | 4 | -10 | 5 | -4 | 0
CC(C)c1ccc(NC(=O)c2ccc3c(c2)C(=O)N(Cc2cccnc2)C3=O)cc1 | 0 | 15 | 0.9 | -2 | 12 | x | -10 | -13 | 15 | x
CCCn1cc(S(=O)(=O)c2ccc(OC)cc2)c(=O)c2cc(OCC)ccc21 | -2 | -8 | -1.6 | 11 | 19 | -8 | -13 | 3 | 8 | 1
COc1cc(C)nc(OCCNS(=O)(=O)c2cc(C)ccc2C)n1 | 1 | 8 | -0.2 | 2 | 0 | -2 | -2 | -6 | 2 | 0
Cn1c(SCC(=O)NCc2ccco2)nnc1-c1cccs1 | 8 | -3 | x | -4 | x | -1 | -8 | x | 1 | 3
Fc1ccccc1C1CC(c2ccco2)=Nc2ccccc2S1 (stereo unspecified) | 23 | -1 | -1.4 | 83* | 17 | x | -3 | -8 | x | -4
c1ccc(CNCc2ccc3c(c2)OCO3)nc1 | 3 | -6 | -0.2 | -4 | x | 19 | 0 | x | -19 | -5
CC1=C(C(=O)Nc2ccccc2C(=O)NC2CCCCC2C)SCCO1 (stereo unspecified) | 2 | -9 | 0.1 | 6 | 1 | -14 | -20 | -1 | 14 | 4
C[C@]12CC[C@@H]3c4ccc(O)cc4CC[C@H]3[C@@H]1CC[C@@H]2O | x | 2 | -1.1 | 9 | -5 | -3 | 5 | -2 | 8 | 3
CCc1ccccc1NC(=O)c1cc2ncc(Br)cn2n1 | -1 | -4 | -2.5 | -13 | -2 | -20 | -4 | 57 | 20 | x
C#CCOCCOCCOCCNc1nc(N2CCN(C(=O)Cn3cc(CCCN=C(N)N)nn3)CC2)nc(N2CCN(C(=O)[C@H](CCCCN)n3cc(CCC(=O)O)nn3)CC2)n1 | x | -4 | -0.1 | 0 | 2 | 2 | -11 | -7 | -2 | 0
Cc1ccc(NC(=S)NC(NC(=O)c2ccccc2C)C(Cl)(Cl)Cl)c(C)c1 (stereo unspecified) | 0 | -7 | -0.3 | -1 | -5 | -16 | -13 | -3 | 16 | -5
Cc1ccc(S(=O)(=O)N2Cc3ccccc3CC2C(=O)Nc2cc(C)on2)cc1 (stereo unspecified) | 0 | -8 | -3.2 | x | 8 | 6 | -12 | 15 | -6 | -3
Cn1c(=O)oc2cc(S(=O)(=O)N3CCC(C(=O)NCCc4ccccc4)CC3)ccc21 | 2 | 5 | -1.9 | 15 | -7 | x | 4 | 5 | x | 0
O=C(CN1CCN(Cc2ccccc2)CC1)Nc1ccc(S(=O)(=O)N2CCOCC2)cc1 | 3 | -2 | 0.1 | -2 | 17 | -5 | -5 | 6 | 5 | -4
CCCN1CCN(CCCNC(=O)c2cc3c(=O)n(C)c4ccccc4c3n2C)CC1 | x | -29 | -0.3 | 8 | -12 | -18 | -22 | -4 | 18 | x
CC(=O)OCC1OC(n2ccc(=O)[nH]c2=O)C(O)C1O (stereo unspecified) | -6 | 0 | -0.4 | 6 | x | 17 | -4 | x | -7 | -3
CC(C)NC(=O)Cn1c(SCC(=O)N2CCc3ccccc3C2)nc2ccccc21 | -2 | -8 | -2.1 | -2 | 12 | x | -10 | -12 | x | x
Cc1ccc(OCC(=O)N2CCN(S(=O)(=O)c3ccccc3)CC2)c([N+](=O)[O-])n1 | -2 | -6 | -0.4 | -4 | 11 | 36 | -10 | -1 | -36 | 0
COc1ccc(/C=C/C(=O)OCC(=O)N(C)c2c(N)n(Cc3ccccc3)c(=O)[nH]c2=O)cc1OC | 3 | 0 | -3.0 | 12 | x | 2 | 8 | -3 | -2 | -3
Cc1ccccc1-c1nnc(SCc2ccccc2)o1 | -5 | 0 | -2.1 | x | x | 6 | -9 | x | -6 | 4
O=C(Nc1nnc(SCc2cccnc2)s1)C1CC(=O)N(c2ccc(F)cc2)C1 (stereo unspecified) | 1 | -6 | -1.2 | -3 | -18 | 30 | -15 | -1 | -30 | x
CN(Cc1nccn1C)C(=O)c1cc(COc2ccc3ncccc3c2)on1 | -1 | -5 | 25 | -1 | 6 | 32 | -22 | -2 | -32 | 42*
